p53null 32C tox: selectivity test: cytotoxicity in p53 null cells, permissive temperature; 0.62% of 55,000 active; H1299-neo p53 null cells, ATP luminescence, 24 h, 32C; AID 903; Potency, µM (doses to about 46.1 µM), for inactives: at the top dose activity change, negative = cytotoxicity, hits mostly cytotoxic;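 further: 0% = DMSO only and -100% = full killing by 100 µM tamoxifen; nearly all actives have a fitted effect of over 55% in size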
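H1299-neo (p53 null) cells, 600/well, treated 24 h at 32C with compound up to 46 uM; ATPlite luminescence viability, normalized to DMSO and 100 uM tamoxifen; AC50 by Hill fit.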
p53null 39C kill: p53 null cell cytotoxicity, nonpermissive temperature. Potency, µM (series often up to 46.1 µM), without a hit: top-dose activity, negative = cell killing, actives largely listed as cytotoxic. 0.97% of 55,000 active. H1299 p53-null (neo) cells, 39C, ATPlite viability, 24 h;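 further: 0% = DMSO only and -100% = full killing by 100 µM tamoxifen; nearly all actives have a fitted effect of over 50% in size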
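Temperature-shift cytotoxicity format: compound titrations on p53-null or A138V-expressing H1299 cells held 24 hr at 39C, cell ATP then measured, AC50 from Hill model.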
Active calls of the source: *; ? = inconclusive; [ ] = dose if it differs, or a comment. The call rests on the fitted dose curve; in most records, active means well fitted cell-killing curve with a large enough effect; inconclusive means small, poorly fitted or top-dose-only effect; inactive means no such curve, though single readings can be large or run the other way. Potency means the concentration at half of the fitted maximal effect.

SMILES	p53null 32C tox	p53null 39C kill
COc1cc(Cn2c(=O)oc3ccc(C)cc32)ccc1OC(C)C	-3.5%	-10.9%
Cc1ccc(-c2nc3cc(NC(=O)C(C)C)ccc3o2)cc1C	-2.2%	-9.7%
O=C(OCn1nnc2ccccc2c1=O)c1ccc(Br)o1	12.4%	21.0%
Cc1cc2cc(CNC(=O)Nc3ccccc3)ccc2n1C	1.4%	-0.4%
CCc1nc(N)c(C#N)c(-c2cccc3ccccc23)c1C	-4.9%	7.0%
CCN(CC)C(=O)c1sc(NC(=O)Cc2ccccc2)c(C#N)c1C	-3.8%	-6.6%
O=C(O)c1nc(N2CCOCC2)nc(N2CCOCC2)n1	5.8%	18.6%
CCOC(=O)c1cc(C(C)(C)C)oc1CN	-9.1%	-12.9%
COc1ccc(NC(=O)COC(=O)Cc2ccc(-c3ccccc3)cc2)c(OC)c1	-10.1%	-4.5%
Cn1c(COc2ccc3ccccc3c2)nnc1SCC(=O)OC1CCCCC1	11.3%	1.9%
CCCCOc1ccc(C(=O)C(CN2CCOCC2)c2ccccc2)cc1 (stereo not given)	?	36.5%[activator]
Cc1ccc(NC(=O)CN(c2ccccc2)S(=O)(=O)N(C)C)cc1C	3.4%	4.4%
CC(C)NC(=O)c1ccccc1NC(=O)CCc1ccccc1	-2.5%	-2.0%
O=S(=O)(NCCCc1ccccc1)c1ccc(Cl)cc1	-9.8%	16.4%
COc1ccc(CC(=O)Nc2cccc(-c3nnc(-c4ccc(C)cc4)o3)c2)cc1OC	-4.0%	30.9%[activator]
Cc1cc(NC(=O)c2cc(CC(C)C)on2)n(-c2ccccc2)n1	16.8%	4.3%
O=C(Nc1ccc(Cl)c(Cl)c1)N1CCSCC1	-9.4%	-5.9%
O=C(CSc1nnc(Cn2c(=O)sc3ccccc32)n1-c1ccccc1)N1CCCC1	10.1%	9.4%
CC(C)(C)C(C(Oc1ccc(Cl)cc1)n1cncn1)n1nnnc1C(c1cccc(Cl)c1)N1CCCCC1 (stereo not given)	2.1%	3.8%
COc1ccc(-c2n[nH]c(=S)n2/N=C/C=C/c2ccccc2OC)cc1	12.9%	3.8%
N=c1n(CC(=O)c2ccc([N+](=O)[O-])cc2)c2ccccc2n1Cc1ccc(Cl)cc1	-7.3%	21.8%[1.84 µM]
CC(C)n1cc(/C=C2/NC(=O)N(c3cccc(Cl)c3)C2=O)c2ccccc21	13.4%	9.4%
CC(C)NC(=O)CSc1nnc(-c2ccc(C(C)(C)C)cc2)n1C	-13.3%	-13.1%
COc1ccc(N2CCN(S(=O)(=O)c3ccc(OC)cc3)CC2)cc1	11.2%	17.9%
COc1cccc(C(=O)CSc2nnc(-c3cccs3)o2)c1	-3.0%	-6.5%
CC1(C)CC(=O)C2=C(C1)OC(N)=C(C#N)C2CCc1ccccc1 (stereo not given)	4.4%	1.0%
Cc1ccccc1-c1nc2ccccc2[nH]1	-14.6%	-1.2%
CCC(=O)n1nc(-c2ccc(Cl)cc2)nc1SC	-1.0%	10.5%
COc1ccc(C(=O)N2CC3(C)CC2CC(C)(C)C3)cc1OC (stereo not given)	2.6%	-1.4%
O=S(=O)(NC1CCCC1)c1ccccc1Cl	-3.5%	-10.1%

Reprinted at random: 3 entries already listed
SMILES	p53null 32C tox	p53null 39C kill
CC1(C)CC(=O)C2=C(C1)OC(N)=C(C#N)C2CCc1ccccc1 (stereo not given)	4.4%	1.0%
CC(C)n1cc(/C=C2/NC(=O)N(c3cccc(Cl)c3)C2=O)c2ccccc21	13.4%	9.4%
CCC(=O)n1nc(-c2ccc(Cl)cc2)nc1SC	-1.0%	10.5%

Next results:
SMILES	p53null 32C tox	p53null 39C kill
O=C1CC(C(=O)Nc2ccccc2)S/C(=N\N=C\c2ccco2)N1 (stereo not given)	2.8%	-5.1%
Cc1c(NC(=O)C(CC(=O)O)NCc2ccco2)c(=O)n(-c2ccccc2)n1C (stereo not given)	2.7%	11.9%
Cn1c(O)c(C2=c3ccccc3=NC2=O)sc1=Nc1ccc(Cl)cc1	2.7%	12.5%
O=C(NCc1ccccc1)C(=O)NCC1COc2ccccc2O1 (stereo not given)	4.5%	20.4%
CC(C)OCC1CC(CC(=O)NC(=S)Nc2cccc([N+](=O)[O-])c2)C(=O)O1 (stereo not given)	-11.6%	-10.2%
Cc1ccc(OC(=S)Nc2ccc(F)cc2)cc1	-6.9%	-3.0%
CCOC(=O)Cc1nnc(Nc2ccc(C)cc2)c2ccccc12	15.3%	-15.3%
CSc1oc(-c2ccco2)nc1S(=O)(=O)c1ccc(F)cc1	-2.9%	-6.0%
O=C(NC1CCCCC1)c1ccccc1NC(=O)C1CC1	-1.5%	0.0%
COc1ccc(C)cc1-n1nnnc1SCC(=O)Nc1cc(C)on1	1.8%	12.5%
CN1C(=O)c2ccc(N(C)C)cc2C1=O	-0.1%	2.4%
Cc1ccc(-c2cc(C(F)F)n3ncc(C(=O)N4CCCc5ccccc54)c3n2)cc1	7.6%	9.6%
CCCCCCn1c(CN2CCC(C)CC2)nc2c1c(=O)n(C)c(=O)n2C	-4.2%	0.6%
O=C(C(c1ccccc1)c1ccccc1)N1CCN(CCN2C(=O)c3cccc4cccc(c34)C2=O)CC1	1.1%	-3.6%[1.84 µM]
CC(C)C(=O)NC(NC(=S)NC1CCS(=O)(=O)C1)C(Cl)(Cl)Cl (stereo not given)	6.5%	0.6%
COc1ccc(-n2c(Cn3c(=O)sc4ccccc43)nnc2SC)cc1	7.3%	20.2%
CS(=O)(=O)N(CCc1ccccc1)CC(=O)N1CCN(Cc2ccccc2)CC1	2.5%	23.6%
Cn1c(=O)[nH]c(=O)c2c1nc(NCCCn1ccnc1)n2Cc1cccc(Br)c1	-2.8%	4.7%
COC(=O)c1cccc(N(C(=O)c2ccco2)C(C(=O)NC2CCCC2)c2ccco2)c1 (stereo not given)	9.6%	10.8%
CCCn1c(SCC(=O)NCCc2ccccc2)nnc1-c1ccco1	1.7%	-10.2%
NC(=O)CSc1nnc(Cn2c(=O)sc3ccccc32)n1CCc1ccccc1	3.7%	19.5%
Cc1occc1C(=O)Nc1cccc2ccccc12	-11.0%	-7.0%
CCC(=O)Nc1ccc(C(=O)N/N=C/c2ccc([N+](=O)[O-])cc2)cc1	-8.4%	-10.4%
CCOC(=O)c1ccccc1NC(=O)CSc1nnnn1C	-9.9%	-16.1%
CCc1cc[n+](/C(C(=S)Nc2cccc(C)c2)=C(/[O-])c2ccc(C)c([N+](=O)[O-])c2)cc1	2.8%	30.3%
CC(=O)c1n[nH]nc1Nc1nc(C)cc(C)n1	3.1%	16.4%
O=C(Oc1cncc(Cl)c1)c1ccco1	9.0%	7.3%
Cc1ccccc1Cn1ccc(NC(=O)c2onc(C)c2Cl)n1	1.7%	-10.4%
CCOC(=O)CCSc1nc(C(C)(C)C)cc(C(F)(F)F)c1C#N	4.0%	0.5%
COc1ccc(C2c3sc(=O)[nH]c3SC3C4CCC(C4)C23)cc1OC (stereo not given)	17.3%	-18.8%
O=C(c1ccco1)N1CCN(C(=O)c2sccc2-c2ccccc2)CC1	1.7%	-8.7%
COc1cc2nc(SCC(=O)NCc3ccco3)n(Cc3ccc(Cl)cc3)c(=O)c2cc1OC	7.3%	13.0%
O=C(C1CCN(CC2CCCCC2)CC1)N1CCCC1	3.2%	6.2%
Cc1cccc(-n2ncc3c(N(CCO)CCO)ncnc32)c1	-26.4%	-12.9%
CC(C)OC(=O)NC(C)(C)COC(=O)Nc1cccc(Cl)c1	-4.4%	13.3%
CCOC(=O)N1CCC(NC(=O)c2cc3c(-c4ccc(Cl)cc4)nn(C)c3s2)CC1	10.3%	9.6%
CC(C)(C)n1nnnc1C(c1cccnc1)N1CCN(c2ccccc2F)CC1 (stereo not given)	3.1%	11.5%
COc1cc(Br)cc(/C=N/NC(=O)Cc2ccc(C(F)(F)F)cc2[N+](=O)[O-])c1O	?	-23.6%
COc1ccc(CCn2c(C)ccc2C)cc1OC	2.6%	-2.0%
CC(C(=O)N1CCCc2ccccc21)N1C(=O)c2ccccc2C1=O (stereo not given)	1.6%	7.8%
O=C(NCc1ccccc1)N1CCn2c(nc3ccccc32)C1	-10.1%	-2.6%
COc1cc(C2CC(=O)c3cnc(NC(C)=O)nc3C2)cc(OC)c1OC (stereo not given)	4.7%	16.7%
CCc1cccc2c(C(=O)COC(=O)c3ccccc3)c[nH]c12	-13.4%	-9.9%
Cc1cccc(C)c1Nc1ncnc(N)c1[N+](=O)[O-]	1.7%	-1.9%
CC(C)OC(=O)NCCOC(=O)Nc1ccc(Cl)c(Cl)c1	-11.7%	-22.2%
Cc1ccc(S(=O)(=O)Oc2ccc(/C=N/NC(=O)c3c(Cl)cnn3C)cc2)cc1	8.6%	3.3%
CCCNC(=O)C(=O)Nc1ccc(N(C)C)cc1	0.6%	10.8%
COC(=O)NCC(c1cccnc1)N1CCN(c2ccccc2)CC1 (stereo not given)	-1.7%	-1.3%
Cc1ccc(OC(=O)CCC(=O)Nc2ccc(S(=O)(=O)Nc3cc(C)on3)cc2)cc1	-11.0%	-3.1%
Cc1ccsc1CNn1cnnc1SCc1ccc(Cl)cc1	3.9%	3.1%
COc1cc(S(=O)(=O)N2CCN(c3ccccc3F)CC2)c(OC)cc1Cl	1.1%	30.0%[activator]
N#CC1=C(N)NC(SCc2ccc(Br)cc2)=C(C#N)C12CCCCC2	-10.2%	3.1%
COc1ccc(NC(=O)C2CCN(S(=O)(=O)c3cccc4cccnc34)CC2)cc1OC	-3.2%	13.5%
Cc1oc2ccc(O)c(CN3CCOCC3)c2c1C(C)O (stereo not given)	0.0%	19.1%
COc1ccc(-c2nn(C)c(=O)c3ccccc23)cc1CNC(=O)c1ccco1	6.7%	-0.3%
COC(=O)C1=C(C)C(c2cccs2)NC(=O)N1C (stereo not given)	12.0%	44.6%
CC(C(=O)NCCCN1CCOCC1)n1cccc1C(=O)c1ccccc1 (stereo not given)	9.5%	40.1%
Cc1c(NC2=NC3(CCCCC3)Cc3ccccc32)c(=O)n(C)n1-c1ccccc1	9.0%	-11.2%
COC(=O)CSc1nc(C)c2ccc(OC)cc2n1	-14.6%	-16.9%
c1ccc2c(c1)CCOC2CNCCCN1CCCCC1 (stereo not given)	-13.2%	-12.2%

Next results.
SMILES	p53null 32C tox	p53null 39C kill
Cn1c(Cn2c(=O)sc3ccccc32)nnc1SCC(=O)NCc1ccccc1	6.0%	18.8%
COc1ccc(S(=O)(=O)N/N=C\c2ccc(OC)c(COc3ccc(C)cc3[N+](=O)[O-])c2)cc1	-4.9%	-3.6%
O=C(NC(C(=O)c1ccccc1)n1c(=O)cc[nH]c1=S)c1ccccc1 (stereo not given)	3.9%	5.0%
O=C1c2ccccc2S(=O)(=O)N1Cc1nnc(-c2ccccc2Br)o1	-23.5%	-11.0%
Cc1cc(C)c(C)c(Cn2c(CO)nc3ccccc32)c1C	3.6%	-1.0%
COC(=O)c1ccc(C(=O)OCCCc2nc3ccc(N)cc3[nH]2)cc1	-8.2%	19.0%
Cc1cccc(-c2nc3c(c(SCC(=O)N4CCOCC4)n2)CCCC3)c1	6.9%	7.5%

Of the compounds above, 13 contain a furan ring, fused or not:
SMILES	p53null 32C tox	p53null 39C kill
O=C(OCn1nnc2ccccc2c1=O)c1ccc(Br)o1	12.4%	21.0%
CCOC(=O)c1cc(C(C)(C)C)oc1CN	-9.1%	-12.9%
O=C1CC(C(=O)Nc2ccccc2)S/C(=N\N=C\c2ccco2)N1 (stereo not given)	2.8%	-5.1%
Cc1c(NC(=O)C(CC(=O)O)NCc2ccco2)c(=O)n(-c2ccccc2)n1C (stereo not given)	2.7%	11.9%
CSc1oc(-c2ccco2)nc1S(=O)(=O)c1ccc(F)cc1	-2.9%	-6.0%
COC(=O)c1cccc(N(C(=O)c2ccco2)C(C(=O)NC2CCCC2)c2ccco2)c1 (stereo not given)	9.6%	10.8%
CCCn1c(SCC(=O)NCCc2ccccc2)nnc1-c1ccco1	1.7%	-10.2%
Cc1occc1C(=O)Nc1cccc2ccccc12	-11.0%	-7.0%
O=C(Oc1cncc(Cl)c1)c1ccco1	9.0%	7.3%
O=C(c1ccco1)N1CCN(C(=O)c2sccc2-c2ccccc2)CC1	1.7%	-8.7%
COc1cc2nc(SCC(=O)NCc3ccco3)n(Cc3ccc(Cl)cc3)c(=O)c2cc1OC	7.3%	13.0%
Cc1oc2ccc(O)c(CN3CCOCC3)c2c1C(C)O (stereo not given)	0.0%	19.1%
COc1ccc(-c2nn(C)c(=O)c3ccccc23)cc1CNC(=O)c1ccco1	6.7%	-0.3%

Bioassay records as filed in PubChem BioAssay.

Some of the compounds tested; the hit share may differ from the screen's.
